# HP1b chromo inh – inhibitors of HP1-beta chromodomain binding to methylated histone tails | Potency, µM (titrated, usually from 114 µM), for inactives: top-dose activity change, negative = inhibition, most hits filed as inhibitors | 390,000 tested, 0.56% active | AlphaScreen HP1-beta / biotin-H3K9me3 peptide binding; also: potency is read from the fitted curve at half-maximal effect; nearly all actives have a fitted effect of over 70% in size; inactives centre near 23
#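 AlphaScreen: HP1-beta (50 nM) preformed 30 min with biotin-H3(1-18)K9me3 peptide (50 nM) in PBS pH 7.4, 0.01% Tween-20. Compound added for 30 min at RT, then streptavidin donor/nickel chelate acceptor beads (10 ug/mL) for 30 min.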
# mIDH1 inhibitor – blocks human mutant IDH1 R132H enzyme; 390,000 tested, 0.093% active; Potency, µM (titrated, usually from 76.6 µM), for inactives: at the highest dose activity change, negative = inhibition, actives largely listed as inhibitors; O75874; IDH1-R132H enzyme, NADPH consumption, diaphorase/resazurin fluorescence; also: potency is read from the fitted curve at half-maximal effect; % is scaled to controls: 0 for no effect and ±100 for the full control effect; nearly all actives have a fitted effect of over 65% in size
# Target sequence (O75874 whole entry R132H, stated change not applied): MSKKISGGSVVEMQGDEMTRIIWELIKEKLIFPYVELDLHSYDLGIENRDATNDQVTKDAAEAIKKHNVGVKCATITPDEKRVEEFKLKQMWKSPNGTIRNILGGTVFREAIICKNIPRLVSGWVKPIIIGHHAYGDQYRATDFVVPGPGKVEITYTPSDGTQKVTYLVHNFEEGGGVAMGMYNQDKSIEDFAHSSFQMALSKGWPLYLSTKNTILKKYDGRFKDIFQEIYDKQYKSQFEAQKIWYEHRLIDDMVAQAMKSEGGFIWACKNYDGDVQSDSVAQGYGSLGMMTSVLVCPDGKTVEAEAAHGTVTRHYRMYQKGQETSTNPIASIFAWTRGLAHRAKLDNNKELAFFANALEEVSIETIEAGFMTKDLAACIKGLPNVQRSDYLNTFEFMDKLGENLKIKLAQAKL
#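 IDH1-R132H (0.5 ug/mL dispensed) in pH 7.5 Tris buffer was preincubated 30 min with compound, then given a substrate mix of 0.016 mM NADPH and 2 mM alpha-KG for 80 min at room temperature; remaining NADPH was read by diaphorase/resazurin fluorescence.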
# PGK inhibitor – T. brucei PGK inhibition. PGK/GAPDH coupled, Kinase-Glo luminescence, 60 min. AID 602233. 380,000 tested, 0.043% active. Potency, µM (top dose mostly 57.5 µM), inactives show at the top dose activity change, negative = inhibition, most hits filed as inhibitors. P07378; also: potency is read from the fitted curve at half-maximal effect; % is scaled to controls: 0 for no effect and ±100 for the full control effect; nearly all actives have a fitted effect of over 60% in size
# Target sequence (P07378 whole entry, looked up): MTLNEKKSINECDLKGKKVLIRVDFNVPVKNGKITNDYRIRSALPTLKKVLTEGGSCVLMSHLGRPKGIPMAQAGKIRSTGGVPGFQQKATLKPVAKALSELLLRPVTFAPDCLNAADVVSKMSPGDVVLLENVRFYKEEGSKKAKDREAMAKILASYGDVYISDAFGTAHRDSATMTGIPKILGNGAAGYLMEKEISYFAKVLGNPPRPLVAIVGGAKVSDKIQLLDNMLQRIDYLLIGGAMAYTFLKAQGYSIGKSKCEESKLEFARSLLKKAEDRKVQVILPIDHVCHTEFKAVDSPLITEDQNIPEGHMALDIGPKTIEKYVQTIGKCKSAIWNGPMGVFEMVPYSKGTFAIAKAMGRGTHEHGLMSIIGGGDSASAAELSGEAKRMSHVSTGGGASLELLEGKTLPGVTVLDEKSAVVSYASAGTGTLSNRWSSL
#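 Recombinant glycosomal PGK reaction used 1,3-bisphosphoglycerate generated in-well by GAPDH (100nM final) in 100mM TEA pH 7.6, 5mM MgCl2, 0.01% Tween-20. After 60 minutes at room temperature, ATP was read by Kinase-Glo Plus luminescence end-point.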
# GLS inh – inhibitors of human glutaminase (GLS) | O94925 | GLS enzymatic activity, qHTS titration | Potency, µM (titrated, usually from 45.5 µM), without a hit: at the highest dose activity change, negative = inhibition, usual class: inhibitors | 410,000 tested, 0.21% active | AID 624170; also: potency is read from the fitted curve at half-maximal effect; % is scaled to controls: 0 for no effect and ±100 for the full control effect
#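 Enzyme dispensed in phosphate buffer (45 mM, pH 8.2, 0.02% Tween-20), compounds pinned in, then 1 mM L-glutamine solution and the glutamate oxidase–HRP–Amplex Red mix added; fluorescence read immediately and again after 30 min at room temperature.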
# TrxR1 inh – inhibitors of rat thioredoxin reductase 1; O89049; recombinant rTrxR1, NADPH fluorescence consumption, selenite substrate; Potency, µM (top dose mostly 114 µM), for inactives: at the highest dose activity change, negative = inhibition, actives largely listed as inhibitors; 390,000 tested, 1% active; AID 588453; also: potency is read from the fitted curve at half-maximal effect; % is scaled to controls: 0 for no effect and ±100 for the full control effect; nearly all actives have a fitted effect of over 65% in size
#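 Rat TrxR1 (90 nM in the dispensed reagent) was pre-reduced with 400 uM NADPH for 5 min at room temperature, then incubated with compound for 15 min. After 400 uM selenite was added, NADPH fluorescence (Ex 340/Em 450 nm) was followed for 8 min.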
# TrxR1 substrate – is turned over as a substrate by rat TrxR1 | O89049 | purified TrxR1 substrate turnover, NADPH consumption readout | Potency, µM (doses to about 114 µM), inactives show at the highest dose activity change, negative = substrate turnover | 390,000 tested, 0.01% active; also: potency is read from the fitted curve at half-maximal effect; % is scaled to controls: 0 for no effect and ±100 for the full control effect; nearly all actives have a fitted effect of over 50% in size
#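 Rat TrxR1, dispensed at 90 nM, was prereduced with 400 uM NADPH (final) for 5 min at ~22 deg C, then incubated with compound 15 min before 400 uM selenite. A first-read NADPH fluorescence drop versus no-compound background flagged substrates.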
# PI4K2A block – inhibitors of human PI4K2A; activity change, negative = inhibition, % at 76.9 µM; 420,000 tested, 0.13% active; Q9BTU6; purified PI4K2A, ADP-Glo luminescence, 1 h; active compounds read low; in the data active = activity change below about -50%; inconclusive = mostly about -30% to -49%;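 also: -100% = wells without enzyme as full effect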
#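 ADP-Glo luminescence measured ADP generated by PI4K2A enzyme (4 ug/mL before mixing) with 1.2 mM PI substrate (pre-mix) and 300 microM ATP (pre-mix). Tris pH7.5 buffer with MgCl2, Triton X-100; 1 h reaction at ambient temperature.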
# Pin1 inh – inhibitors of human Pin1 | Q13526 | Pin1 FP peptide displacement, HiFluor488, 10 min | Potency, µM (doses to about 115 µM), without a hit: at the highest dose activity, negative = inhibition, usual class: inhibitors | 390,000 tested, 0.009% active; active = well fitted inhibition curve with a large enough effect in the polarisation, with a control signal flat, not every such curve was filed as active; inconclusive = small, poorly fitted or top-dose-only effect, or effect the other way, or a change in a side signal; inactive = no such curve, though single readings can be large or run the other way; the % refers to the polarisation; also: potency is read from the fitted curve at half-maximal effect; % is scaled to controls: 0 for no effect and ±100 for the full control effect
# Target sequence (Q13526 whole entry, looked up): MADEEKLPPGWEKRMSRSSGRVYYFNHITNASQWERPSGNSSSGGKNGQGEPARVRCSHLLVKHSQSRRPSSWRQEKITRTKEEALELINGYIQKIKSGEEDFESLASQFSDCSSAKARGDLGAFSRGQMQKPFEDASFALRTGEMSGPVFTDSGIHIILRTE
# USP1 inh – USP1/UAF1 (human) deubiquitinase inhibition; O94782; recombinant USP1/UAF1, Ub-Rhodamine cleavage fluorescence; Potency, µM (top dose mostly 57.1 µM), for the others: at the highest dose activity change, negative = inhibition, hits mostly inhibitors; 390,000 tested, 0.23% active; also: potency is read from the fitted curve at half-maximal effect; % is scaled to controls: 0 for no effect and ±100 for the full control effect; nearly all actives have a fitted effect of over 60% in size; inactives centre near -12
#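 Step one: compound is pinned into 1nM USP1/UAF1 in HEPES pH 7.8 buffer with TCEP. Step two: 15 min room-temperature incubation. Step three: Ub-Rho (150nM final) starts cleavage, tracked by fluorescence over six one-minute reads.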
# Numbers without * were called inactive; i = inactive; ? = inconclusive; / = not tested or not shown; & = joins results of further samples; [ ] = remark or other dose. Unless noted, calls follow the shape of the dose curve; as a rule, active = well fitted curve in the direction sought with a large enough effect; inconclusive = small, poorly fitted or top-dose-only effect, or another doubt; inactive = no such curve, though single readings can be large; an effect the other way counts as inactive or inconclusive. Some of the compounds tested, so the mix of outcomes need not match the whole.
SMILES,HP1b chromo inh,mIDH1 inhibitor,PGK inhibitor,GLS inh,TrxR1 inh,TrxR1 substrate,PI4K2A block,Pin1 inh,USP1 inh
O=C(CCC(=O)N1CCN(S(=O)(=O)c2ccc(Cl)cc2)CC1)NCc1ccccc1,52%[activator],3%,-1%,8%,-1%,1%,1,-3%,1%
CC(=O)N1c2ccccc2CC1C(=O)N1CCN(c2cccc(C)c2C)CC1 (centres undefined),24%,-10%,-8%,2%,7%[57.1 µM],2%[57.1 µM],-2,0%,-20%
CCC1CCCCN1CCCNC(=O)CN1C(=O)COc2ccc(S(=O)(=O)N3CCOCC3)cc21 (centres undefined),13%,0%,i,0%,31%,4%,4,-10%,-13%
CC(C)c1nc(NCCO)c(C#N)c2c1CCCC2,0%,-6%,-2%,-10%,30%[57.1 µM],14%,-1,-8%,-16%
CCC(C)NC(=O)CSc1nc2n[nH]c(C)c2c(=N)n1-c1ccc(C)c(Cl)c1 (centres undefined),-5%,17%,-2%,-3%,28%[57.1 µM],8%[57.1 µM],-1,?,-4%
O=C(C1CCN(S(=O)(=O)c2cccc3nsnc23)CC1)N1CCN(c2ccccc2F)CC1,9%,10%,i,-1%,-4%,-9%,2,-3%,-11%
CCOC(=O)c1c(C2CC2)csc1NC(=O)COC(=O)c1cc(OC)c(OC)cc1[N+](=O)[O-],22%,-8%,/,-1%,15%,0%,-1,3%,-22%
Cc1ccc(S(=O)(=O)N(C)C)cc1NC(=S)Nc1ccc2cn[nH]c2c1,10%,7%,7%,1%,?,0%[57.1 µM],2,1%,-8%
CCOC(=O)Cn1c(=O)oc2cc(S(=O)(=O)N3CCCC(C)C3)ccc21 (centres undefined),31%&71%[activator],7%&-8%,i,-2%&19%,-3%&2%,-5%&6%,1&-1,24%&13%,-14%&-2%
CCOC(=O)c1ccc(NC(=O)c2ccc3c(c2)c(C)c(C)n3Cc2ccc(F)cc2)cc1,9%,0%,-2%,-2%,23%[57.1 µM],8%[57.1 µM],-4,6%,-16%
CCOC(=O)c1cc(C#N)c(Nc2ccc(C)cc2)nc1C(F)(F)F,6%,-3%,-5%,0%,5%,14%[57.1 µM],0,-2%,-5%
CCC(=O)NC(=S)Nc1ccc(NC(=O)COc2ccc(Cl)c(C)c2)cc1,9%,4%,i,0%,1%,1%,-2,16%,-19%
CCCCOc1ccc(OCCNS(=O)(=O)N(C)C)cc1,27%,-1%,5%,10%,10%,6%,0,-4%,-3%
CC(C)(C)n1nnnc1C(c1ccncc1)N1CCCCCC1 (centres undefined),44%,1%,/,7%,-24%,11%[57.1 µM],-2,3%,-14%
COc1cccc(CNCc2ccc3c(c2)OCO3)c1,5%,8%,i,-12%,-74%,-12%,6,-4%,-2%
CC(CCc1ccccc1)NC(=O)CN1CCN(Cc2ccc(Cl)cc2)C1=O (centres undefined),37%,6%,-8%,3%,29%,3%,8,-3%,-15%
O=C(CN(C1CCCCC1)S(=O)(=O)c1ccccc1)NCc1ccco1,-3%,5%,i,0%,28µM*,7%,1,2%,-28%
CCc1ccc(S(=O)(=O)Nc2nnc(N)s2)cc1,25%,2%,5%,-1%,14%,2%,3,1%,-3%
O=S(=O)(c1ccc(F)cc1)N1CCN(C(=S)NCc2ccccc2)CC1,48%[activator],-13%,5%,6%,2%,-7%,0,6%,-5%
COCc1ccc(CN2CCCC(CCC(=O)NCc3ccc(C)o3)C2)o1 (centres undefined),35%,9%,-3%,-17%,-16%,-7%,-1,-4%,-25%
CC(C)n1nc(C(=O)NCc2ccc3c(c2)OCO3)c2ccccc2c1=O,67%[activator],8%,-4%,2%,17%,0%,-1,0%,-12%
CC1=C(c2ccc(Cl)cc2)S(=O)(=O)NC1=NCc1ccc(C)cc1,-2%,0%,-2%,0%,2%,-4%,3,-1%,-1%
CS(=O)(=O)N(CC(=O)NCC1CCCO1)c1cc(Cl)cc(Cl)c1 (centres undefined),18%,11%,/,3%,24%,12%,8,0%,-11%
COc1cccc(NCc2nnc(SCC(=O)NC3CCS(=O)(=O)C3)n2C2CCCCC2)c1 (centres undefined),1%,-7%,-1%,15%,15%,-6%[57.1 µM],1,3%,0%
CCC(=O)N1CCc2cc(Br)cc(S(=O)(=O)N3CCCC(C(=O)Nc4ccc(OC)c(Cl)c4)C3)c21 (centres undefined),19%,8%,-9%,1%,12%,3%,2,9%,-28%
C=CCN1C(=O)C(CC(=O)Nc2ccc(OCCC)cc2)N(CCCN2CCN(Cc3ccccc3)CC2)C1=S (centres undefined),-21%,0%,1%,0%,-1%[57.1 µM],-7%[57.1 µM],10,5%,-6%
CCOC(=O)/C(=N\Nc1cc(C(F)(F)F)ccc1Cl)N(CC)CC,7%,4%,-4%,6%,1%,-10%,1,?,?
CC(C)(C)[C@]1(O)CCN2C[C@H]3c4ccccc4CCc4cccc(c43)[C@@H]2C1,13%,-8%,9%,-1%,6%[57.1 µM],5%[57.1 µM],-3&-2&0,0%,-9%
Cc1c(CCNC(=O)c2ccc(Br)o2)sc2nc(-c3ccc(Cl)cc3)nn12,4%,2%,-5%,0%,17%[57.1 µM],-2%[57.1 µM],2,21%,-9%
Cc1noc(C)c1COC(=O)Cc1ccc(Cl)cc1,33%[activator],10%,-7%,6%,12%,3%,7,-6%,-14%
CCCCN(C)C(=O)C1CCC(CNS(=O)(=O)c2ccc3c(c2)CC(C)N3C(=O)C2CC2)CC1 (centres undefined),-5%[57 µM],-5%,3%,-1%,23%,1%,-7,5%,-24%
COc1cc(C(=O)Nc2c(C)cc(C)cc2C)c([N+](=O)[O-])cc1OC,10%,2%,7%,6%,-7%,-5%,3,-14%,-15%
O=C(NC1CCCCCC1)c1cc(-c2ccccn2)nc2ccccc12,19%,-6%,-7%,8%,6%,-9%,-2,-4%,-13%
COc1cccc(-n2c(=O)c3sc4ccccc4c3n(Cc3c(F)cccc3Cl)c2=O)c1,27%,-5%,i,5%,10%,2%,-9,2%,-20%
Cc1cc(C)c2nc(NC(=O)c3cc(C)on3)sc2c1,47%[activator],0%,-8%,-3%,-29%,27%,-1,3%,-11%
Cc1nc2c(C)cccc2cc1C(=O)N/N=C/c1ccc(C(=O)O)cc1,1%,8%,4%,3%,8%[57.1 µM],-1%[57.1 µM],-1,2%,-11%
O=C(Cn1cnc2ccc(Cl)cc2c1=O)c1cccs1,28%,3%,0%,13%,10%[57.1 µM],7%[57.1 µM],5,-3%,9%
CCOC(=O)C(=Cc1cn(C)c2ccc(S(=O)(=O)N(C)C)cc12)C(=O)OCC,19%,-5%,-4%,6%,?,-5%,-21,-2%,-7%
N#Cc1ccccc1Cn1c(SCC(=O)NCc2ccccc2)nc2ccccc21,35%,-4%,-9%,-3%,11%[57.1 µM],0%[57.1 µM],3,-3%,-22%
CC(N=C1NS(=O)(=O)c2ccccc21)C(=O)N1CCc2ccccc2C1 (centres undefined),6%,1%,6%,3%,14%,5%,0,-3%,-5%
COc1ccccc1CCNS(=O)(=O)c1cn(C)c(=O)n(C)c1=O,15%,-3%,0%,-5%,13%,-4%,11,1%,-11%
CCOC(=O)C1(CC2CC2)CCN(Cc2cnc(N(C)C)s2)CC1,37%,0%,0%,-1%,-1%,-2%,0,-1%,-22%
CC(=O)Nc1nonc1-c1nnc(SCC(=O)Nc2ccc(C)c(Cl)c2)n1C,40%[activator],10%,-2%,12%,15%,6%,-1,5%,-1%
CSc1nc(C(C)C)ccc1CNC(=O)CC(C)c1ccccc1 (centres undefined),46%,-1%,i,-14%,-4%,-7%,-6,7%,-29%
O=C(CSc1ccc(-c2ccc(Cl)cc2)nn1)N1CCCc2ccccc21,20%,6%,12%,6%,-2%,-9%,0,3%,-20%
O=C(NCc1ccccc1)c1ccc(S(=O)(=O)C(F)F)cc1,16%,0%,-6%,1%,-2%[57.1 µM],-9%,4,-12%,-5%
Cc1cc(C)cc(NC(=O)NN2C(C)CCCC2C)c1 (centres undefined),29%,-4%,-6%,1%,19%,0%,2,4%,-22%
COCCNC(=S)Nc1ccc2nsnc2c1,49%[activator],4%,-9%,15%,?,-4%,?,-5%,-12%
COc1ccc(Cn2nnnc2C(c2cccnc2)N2CCN(c3ccc(O)cc3)CC2)cc1 (centres undefined),?,4%,/,47%[activator],-4%,10%[57.1 µM],-2,-9%,-8%
O=C1OC(CO)CN1Cc1ccccc1 (centres undefined),7%,-11%,0%,7%,13%[57.1 µM],10%[57.1 µM],7,0%,-6%

# Screening results deposited in PubChem BioAssay by National Center for Advancing Translational Sciences (NCATS).
